Assay outcomes as filed in PubChem BioAssay.
D1 PAM: Potentiators of Human D1 Dopamine Receptor: qHTS. HEK293 TREx D1 cells, calcium flux, dopamine EC20 potentiation. potentiation, % at 10 µM. 360,000 compounds, 0.036% hits; in the data active = potentiation above about 30%; note: 0% is about no effect
GRP78 ERSR act: qHTS for Inducers of the Endoplasmic Reticulum Stress Response (ERSR) in Human Glioma: qHTS. U87-MG GRP78 promoter luciferase reporter, 16 h. Potency, µM, without a hit: top-dose activation, usual class: activators. 420,000 compounds, 0.02% hits; note: potency is the fitted concentration of half-maximal effect; series mostly up to about 76 µM; % of control where 0% means no effect; nearly all actives have a fitted effect of over 35% in size
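Stably transfected U87-MG glioma cells carrying a GRP78-based luciferase sensor; 16 h compound incubation. Luminescence end-point read 10 min after Bright-Glo addition at room temperature.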
D2 potentiator: HTS Assay for Positive Allosteric Modulators of the Human D2 Dopamine Receptor: Primary Screen for Potentiators. D(2) dopamine receptor (Homo sapiens), P14416. potentiation, % at 10 µM. 340,000 compounds, 0.34% hits. HEK293 T-REx D2, calcium flux, EC20 dopamine potentiation;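 active = potentiation over 3 SD above the plate norm, cut at about 30% in these data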; note: 0% is about no effect
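Potentiation of an EC20 dopamine calcium response measured kinetically over 180 s, after a preceding 180 s compound-only read flagging agonists. Cells: inducible Hek293 Trex D2 line, 4000/well, cultured overnight at 30 C before dye loading.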
Vif-APOBEC3F blk: qHTS for Inhibitors of Vif-A3F Interactions: qHTS; 390,000 compounds, 0.2% hits; Potency, µM (top dose mostly 46.1 µM), inactives show top-dose activity, negative = active; HeLa A3F-eYFP + Vif (tagged APOBEC3F with the HIV-1 protein that degrades it), YFP fluorescence increase; note: potency is the fitted concentration of half-maximal effect; % of control where 0% means no effect; nearly all actives have a fitted effect of over 65% in size
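HeLa cells stably expressing Vif plus C-terminally eYFP-tagged A3F were seeded, incubated overnight at 37 deg C, dosed with compound, incubated overnight again at 37 deg C. Yellow fluorescence (Ex 488/Em 500-530) reported blocked Vif-mediated A3F-eYFP degradation.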
D1 ag: Allosteric Agonists of the Human D1 Dopamine Receptor: qHTS; 360,000 compounds, 1% hits; activation, % at 2 µM; D(1A) dopamine receptor (Homo sapiens), P21728; AID 504660, 2011; HEK293 T-REx D1 cells, calcium flux, agonist mode; in the data active = activation above about 30%; note: 0% is about no effect
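Inducible HEK293 T-REx D1 cells, force-coupled to calcium signalling, were plated at 4000 cells/well with tetracycline and held overnight at 30 C. After no-wash calcium dye loading, compound-evoked calcium rise over 180 s flagged agonists.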
D1 antagonist: Antagonist of Human D 1 Dopamine Receptor: qHTS; D(1A) dopamine receptor (Homo sapiens), P21728; HEK293 TREx D1 cells, calcium flux, dopamine EC80; active compounds read low; activity change, negative = inhibition, % at 10 µM; 360,000 compounds, 3.2% hits; AID 504652, 2011; in the data active = activity change below about -30%; note: % is set by controls: 0 for no effect and ±100 for the full control effect
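Tetracycline-induced HEK293 Trex D1 cells, force-coupled to calcium, dye-loaded; compounds added and read 180 s, then EC80 dopamine added and calcium flux tracked kinetically another 180 s.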
RXFP1 agonist: qHTS Assay for Agonists of the Relaxin Receptor RXFP1; HEK293T-RXFP1 cAMP TR-FRET, 30 min; response scale: percent of porcine relaxin response, buffer zero; Potency, µM (series often up to 57.5 µM), without a hit: at the top dose activation, actives largely listed as activators; 370,000 compounds, 0.3% hits; note: potency is the fitted concentration of half-maximal effect; % is set by controls: 0 for no effect and ±100 for the full control effect; nearly all actives have a fitted effect of over 60% in size; many of its hits are not listed in these tables
Target sequence (Q9HBX9 whole entry, looked up): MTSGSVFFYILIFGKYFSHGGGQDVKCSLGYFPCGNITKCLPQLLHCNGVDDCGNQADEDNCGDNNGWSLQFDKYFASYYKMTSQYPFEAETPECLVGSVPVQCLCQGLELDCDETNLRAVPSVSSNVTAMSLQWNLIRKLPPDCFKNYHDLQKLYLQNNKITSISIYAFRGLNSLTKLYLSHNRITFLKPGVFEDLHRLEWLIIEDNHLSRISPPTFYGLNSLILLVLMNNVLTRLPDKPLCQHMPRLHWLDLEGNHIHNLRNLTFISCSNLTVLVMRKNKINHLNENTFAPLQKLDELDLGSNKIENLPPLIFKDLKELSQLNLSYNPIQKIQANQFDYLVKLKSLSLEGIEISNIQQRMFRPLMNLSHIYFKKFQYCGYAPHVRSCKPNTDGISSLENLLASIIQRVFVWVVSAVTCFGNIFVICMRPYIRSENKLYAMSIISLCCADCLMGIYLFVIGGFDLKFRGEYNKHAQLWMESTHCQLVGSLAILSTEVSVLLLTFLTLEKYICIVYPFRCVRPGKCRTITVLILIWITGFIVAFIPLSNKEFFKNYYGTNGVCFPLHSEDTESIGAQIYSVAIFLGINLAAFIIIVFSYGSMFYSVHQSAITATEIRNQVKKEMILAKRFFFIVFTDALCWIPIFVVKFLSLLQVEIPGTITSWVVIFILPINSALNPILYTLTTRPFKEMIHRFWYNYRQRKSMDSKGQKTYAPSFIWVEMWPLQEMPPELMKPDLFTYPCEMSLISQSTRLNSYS
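HEK293 cells stably expressing RXFP1, treated 30 min at 37C with compounds plus PDE4 inhibitor Ro 20174; cAMP measured by HTRF TR-FRET. Normalized to buffer and 29 nM porcine relaxin; EC50 by Hill fit.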
Vif-APOBEC3G blk: qHTS for Inhibitors of Vif-A3G Interactions: qHTS; HeLa A3G-eYFP + Vif (tagged APOBEC3G with the HIV-1 protein that degrades it), YFP fluorescence, overnight; 410,000 compounds, 0.076% hits; DNA dC->dU-editing enzyme APOBEC-3G (Homo sapiens), Q9HC16; Potency, µM (doses to about 46.1 µM), for inactives: at the top dose activity, negative = active, most hits filed as inhibitors;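 note: potency is the fitted concentration of half-maximal effect; % is set by controls: 0 for no effect and ±100 for the full control effect; nearly all actives have a fitted effect of over 60% in size; hits raise eYFP signal because A3G escapes Vif-driven loss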
Target sequence (Q9HC16 whole entry, looked up): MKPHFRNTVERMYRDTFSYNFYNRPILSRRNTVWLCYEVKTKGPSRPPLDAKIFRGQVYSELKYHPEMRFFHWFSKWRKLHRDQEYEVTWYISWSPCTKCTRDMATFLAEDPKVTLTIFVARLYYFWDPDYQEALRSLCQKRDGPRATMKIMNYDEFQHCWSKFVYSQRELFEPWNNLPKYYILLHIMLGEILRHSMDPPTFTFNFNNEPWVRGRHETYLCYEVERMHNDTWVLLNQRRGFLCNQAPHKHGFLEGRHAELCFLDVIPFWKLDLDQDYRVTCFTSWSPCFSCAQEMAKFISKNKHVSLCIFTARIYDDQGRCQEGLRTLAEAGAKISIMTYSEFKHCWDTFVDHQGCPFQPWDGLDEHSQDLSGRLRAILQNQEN
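Read-out is eYFP fluorescence (Ex 488/Em 500-530) from Vif-expressing HeLa A3G-eYFP cells; more signal means A3G escaped Vif-mediated degradation. Cells plated overnight, compound pinned in, incubated overnight at 37 deg C.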
LDHA block: qHTS assay for inhibitors of human lactate dehydrogenase | activity change, % (values are at about 110 or 230 µM) | 480,000 compounds, 0.15% hits | purified LDHA, NADH/diaphorase-resazurin fluorescence; active compounds read low | L-lactate dehydrogenase A chain (Homo sapiens), P00338; in the data active = activity change below about -30%; inconclusive = mostly about -25% to -30%;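 note: plate controls were DMSO wells for no effect and wells without enzyme for full effect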
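Enzyme activity of human lactate dehydrogenase 5 (2 nM; 0.06 mM NADH, 0.2 mM pyruvate, 5 min, RT) is measured via a resazurin/diaphorase fluorescence readout of residual NADH.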
Starred values were filed as active, the others as inactive; ? = inconclusive; nt = no result given. Unless noted, calls come from the whole dose curve; as a rule, active = well fitted curve in the direction sought with a large enough effect; inconclusive = small, poorly fitted or top-dose-only effect, or another doubt; inactive = no such curve, though single readings can be large; an effect the other way counts as inactive or inconclusive. Some of the compounds tested; count on the stated rates, not on these rows.

SMILES	D1 PAM	GRP78 ERSR act	D2 potentiator	Vif-APOBEC3F blk	D1 ag	D1 antagonist	RXFP1 agonist	Vif-APOBEC3G blk	LDHA block
C/C(=N\NC(=O)Cc1ccc(F)cc1)c1ccc(O)cc1	-6	0%	0	6%	8	-4	-1.9%	0%	4
CCN(C(=O)Cn1c(SCC(=O)NCc2ccccc2)nc2ccccc21)c1cccc(C)c1	2	5%	2	1%	2	3	0.6%	2%	-5
CCCCCn1c(NC2CCCCC2)nc2c1c(=O)[nH]c(=O)n2C	-4	-4%	nt	-3%	1	0	0.0%	0%	-2
CCN(CC)CCCN1C(=O)C(O)=C(C(=O)c2cc3ccccc3o2)C1c1ccccn1 (centres undefined)	-8	-5%	-1	4%	3	-7	?	0%	5
COCCn1c(=NC(=O)CCS(=O)(=O)c2ccccc2)sc2c(OC)ccc(OC)c21	-2	-1%	1	-25%	1	-4	?	-5%	-6
COc1ccc(Cc2noc(-c3ccc(C)cc3)n2)cc1	-4	-2%	-7	0%	4	-28	1.0%	-1%	-16
Cc1cccc(-c2nc3c(cnn3-c3ccccc3)c(=O)n2-c2ccc(Br)cc2)c1	-2	4%	8	-1%	27	-11	-3.6%	1%	-5
Cc1ccc(NS(=O)(=O)c2ccc(OCC(=O)NCc3ccncc3)cc2)cc1	-7	-4%	3	-10%	2	-3	-1.6%	-8%	-5
COc1ccc(N2CCN(C(CNC(=O)C(=O)NCCc3c[nH]c4ccccc34)c3ccco3)CC2)cc1 (centres undefined)	-6	-2%	-2	?	3	-8	2.5%	0%	-1
COc1ccc(N(Cc2ccccc2)S(=O)(=O)c2ccc(C)cc2)cc1	-7	0%	3	4%	15	-30*	0.5%	-2%	-5
CS(=O)(=O)N(Cc1ccccc1)c1ccc(C(=O)Nc2ccc(Cl)cc2)cc1	-2	-10%	-4	0%	7	7	9.7%	-23%	-1
Cc1ccc(CCN2CC(C(=O)NCCCN3CCOCC3)CC2=O)cc1 (centres undefined)	1	-4%	5	5%	1	-19	0.6%	1%	-6
CC1CC(C)CN(S(=O)(=O)c2ccc(Cl)cc2)C1 (centres undefined)	-3	-6%	-4	0%	1	5	-2.0%	0%	6
CCC(C)(C)C1CCC2(CC1)NC(=O)N(CC(=O)N(C)Cc1ccc3c(c1)OCCO3)C2=O (centres undefined)	nt	1%	-4	-4%	8	2	-0.4%	-2%	-8
Cc1nc2scc(C)n2c(=O)c1S(=O)(=O)N1CCN(c2ccc([N+](=O)[O-])cc2)CC1	-6	-6%	7	1%	0	-53*	1.8%	1%	-1
CC(C)NC(=O)CSc1nnc(-c2ccc3ncccc3c2)n1C	3	0%	-15	-6%	1	9	8.3%	-2%	-4
CCN(C(=O)COC(=O)CCC(=O)c1ccc(Cl)cc1)c1c(N)n(Cc2ccccc2)c(=O)[nH]c1=O	nt	-3%	nt	3%	nt	nt	nt	-1%	-2
Cc1ccc(CNC(=O)c2ccc(S(=O)(=O)N3CCCCC3)cc2)cc1	-6	-4%	-2	5%	6	-5	1.0%	-1%	-8
Nc1nc(-c2ccc(Cl)cc2Cl)cn1N	-7	-4%	-11	-11%	1	19	0.5%	0%	-2
CC(C)[C@H](NC(N)=O)C(=O)Nc1ccc(Oc2ccccc2)cc1	-4	-3%	8	-2%	3	-12	0.3%	1%	-7
CC(C)(C)NC(=O)NC(=O)CN1CCCc2ccccc21	4	-2%	-6	6%	2	9	-2.3%	-5%	1
Cc1ccc(C(=O)CSc2nnc(COc3cccc(C)c3)o2)cc1	3	-6%	-10	-13%	6	-23	1.5%	-3%	-3
CCOC(=O)c1ccc(NC(=O)c2c(N)n(C)c(=O)n(C)c2=O)cc1	nt	-2%	nt	-13%	nt	nt	nt	-2%	-12
CN(C)CCCN(C(=O)c1ccc(S(=O)(=O)N2CCCC2)cc1)c1nc2ccc(Br)cc2s1	-2	-9%	-7	1%	27	2	-2.4%	-12%	2
CCOc1cc2[nH]c(=O)n(Cc3ccc(C(=O)NCCOC)cc3)c(=O)c2cc1OCC	-2	-3%	7	-8%	1	3	0.0%	1%	-4

(continued)
SMILES	D1 PAM	GRP78 ERSR act	D2 potentiator	Vif-APOBEC3F blk	D1 ag	D1 antagonist	RXFP1 agonist	Vif-APOBEC3G blk	LDHA block
CCn1c(SCc2cccc(C)c2)nnc1-c1ccccc1	-3	1%	-4	-12%	0	5	0.5%	0%	-4
O=C(Nc1cccc(-c2cc3ccccc3oc2=O)c1)c1ccc(Br)o1	-5	-8%	-5	-2%	4	4	0.0%	0%	-7
COC(=O)[C@H](CCSC)NC(=O)NCCc1ccccc1F	0	1%	5	4%	0	-3	2.4%	-2%	-2
COc1cccc(N/N=C/c2cccc(Br)c2O)c1	2	9%	-3	-17%	1	-13	-0.4%	-4%	27
O=S(=O)(Cc1ccccc1)C(CCCc1ccccc1)S(=O)(=O)Cc1ccccc1	nt	-4%	nt	-1%	nt	nt	nt	2%	4
Cc1ccccc1NC(=O)CCCSc1nc2ccccc2s1	-2	0%	0	-11%	11	-15	2.6%	-2%	1
Cc1nn(C)cc1C(C(=O)NC1CCCCC1)N(C(=O)c1cnccn1)c1ccc(Oc2ccccc2)cc1 (centres undefined)	-6	-5%	-1	0%	3	4	-1.3%	1%	-2
Cc1ccc2nc(SCC(=O)Nc3ccc4c(c3)CCC4)[nH]c2c1	1	0%	-12	-6%	4	-11	-0.9%	-8%	-4
O=C(N/C(=C/c1ccc2c(c1)OCO2)C(=O)N1CCOCC1)c1cccs1	-9	-6%	13	1%	2	16	2.7%	-2%	-1
Cc1ccn2nc(C(=O)OCC(=O)N(CC(C)C)C3CCS(=O)(=O)C3)nc2n1 (centres undefined)	-1	-4%	14	-1%	-1	7	0.6%	4%	-5
CCc1cc(Br)ccc1NC(=S)NCCc1ccccc1	-9	-3%	-8	-12%	14	-21	-2.8%	4%	-2
Fc1ccccc1CNCCCSc1nnnn1-c1ccccc1	0	-4%	nt	-8%	6	-9	-0.2%	-2%	-4
CN(C)S(=O)(=O)c1ccc(N2CCCC2)c(C(=O)N2CCC(C(N)=O)CC2)c1	2	-2%	0	9%	3	1	0.4%	-1%	-11
CCO/N=C(\N)c1[nH]ncc1Br	-9	-3%	-7	3%	1	6	-0.6%	-1%	-13
COCCCNC(=O)CC(=O)N/N=C\c1ccc(SC)cc1	0	-2%	-6	-4%	0	10	1.5%	0%	1
CCOC(=O)/C(C#N)=C/c1cn(CCC(=O)O)nc1-c1ccc(Br)cc1	-2	2%	-4	?	3	2	-0.3%	-7%	-12
CCN(CC)Cc1c(-c2ccccc2)[nH]c2ccc(C)cc2c1=O	-13	1%	25	-9%	0	-48*	1.2%	2%	-4
CSc1ncc2[nH]c(C(O)c3ccccc3)nc2n1 (centres undefined)	nt	-1%	nt	15%	nt	nt	nt	6%	1
Cc1ccc(NC(=O)c2cc(S(=O)(=O)NC3CCCCCC3)ccc2F)cc1F	-1	-2%	-8	-16%	1	-19	-1.7%	-1%	-2
CCOC(=O)c1cn(CC(=O)Nc2ccc(CC)cc2)nn1	0	0%	11	-13%	14	41	0.0%	-2%	0
CCn1c(SCC(=O)NNC(=O)c2ccc(OC)cc2)nnc1C(C)C	7	-4%	nt	-23%	-1	-4	1.1%	-5%	4
CCCCN(C(=S)NC(=O)c1cc(OC)c(OC)c(OC)c1)c1c(N)n(Cc2ccccc2)c(=O)[nH]c1=O	-6	1%	nt	1%	-2	-6	1.0%	0%	-6
CC(/C=N/n1c(COc2ccccc2)n[nH]c1=S)=C\c1ccco1	-1	3%	0	11%	0	-7	5.1%	2%	-1
Cc1cc(C)cc(-n2ccnc2SCC(=O)Nc2cccc3ccccc23)c1	-2	-5%	15	0%	4	0	-1.5%	1%	-1
Cc1ccc(C)c(OCCC(=O)N(C)CC(=O)Nc2c(C)cccc2C)c1	-1	-2%	5	4%	-1	2	0.0%	-18%	-2

Three of the compounds above, in markdown:
| smiles | D1 PAM | GRP78 ERSR act | D2 potentiator | Vif-APOBEC3F blk | D1 ag | D1 antagonist | RXFP1 agonist | Vif-APOBEC3G blk | LDHA block |
| --- | --- | --- | --- | --- | --- | --- | --- | --- | --- |
| CCOC(=O)c1cn(CC(=O)Nc2ccc(CC)cc2)nn1 | 0 | 0% | 11 | -13% | 14 | 41 | 0.0% | -2% | 0 |
| Cc1ccccc1NC(=O)CCCSc1nc2ccccc2s1 | -2 | 0% | 0 | -11% | 11 | -15 | 2.6% | -2% | 1 |
| CC(C)(C)NC(=O)NC(=O)CN1CCCc2ccccc21 | 4 | -2% | -6 | 6% | 2 | 9 | -2.3% | -5% | 1 |

Next records follow:
SMILES	D1 PAM	GRP78 ERSR act	D2 potentiator	Vif-APOBEC3F blk	D1 ag	D1 antagonist	RXFP1 agonist	Vif-APOBEC3G blk	LDHA block
O=C1C(=Cc2cccn2-c2ccccc2)C(=O)c2ccccc21	0	2%	0	28µM*	9	14	0.7%	?	-2
CC1CN(Cc2nc3c(c(=O)[nH]c(=O)n3C)n2CCN2CCOCC2)CC(C)O1 (centres undefined)	-1	1%	1	-1%	4	-2	0.5%	-1%	-9
C=C(C)c1nc2cc(OC)c(OC)cc2c(=O)o1	-2	-4%	-7	nt	-1	-1	2.5%	-5%	-1
CCC1CCCCN1C(=O)CSC1=NN2CCCC(=O)N=C2S1 (centres undefined)	0	2%	-2	-10%	2	-6	6.0%	1%	2
Cc1ccc(-c2nn(-c3ccccc3)cc2C(=O)NC2CCC(O)CC2)cc1 (centres undefined)	3	0%	1	5%	1	3	2.4%	6%	-1
CC(=O)c1cccc(NS(=O)(=O)c2ccc(N/C=C\C(=O)c3ccc(C)cc3)cc2)c1	-11	-4%	3	11%	4	-19	1.0%	-11%	-2
CC(C)CC(=O)Nc1ccc(S(=O)(=O)NCc2ccco2)cc1	-3	-3%	5	6%	-2	nt	3.7%	1%	1
